PV pol inh = poliovirus RdRp elongation inhibitors, primary screen, biochemical, fluorescence polarization, total intensity | actives 0.66% (n = 150,000) | AID 588519, 2011 | poliovirus polymerase elongation; active compounds read low | Genome polyprotein (Poliovirus type 1 (strain Mahoney)), P03300 | % elongation, % (compound at 16.7 µg/mL); in the data active means % elongation below about 90%; further: some results filed as inactive read as strong as hits
Target sequence (P03300 1749-2209 limits assumed): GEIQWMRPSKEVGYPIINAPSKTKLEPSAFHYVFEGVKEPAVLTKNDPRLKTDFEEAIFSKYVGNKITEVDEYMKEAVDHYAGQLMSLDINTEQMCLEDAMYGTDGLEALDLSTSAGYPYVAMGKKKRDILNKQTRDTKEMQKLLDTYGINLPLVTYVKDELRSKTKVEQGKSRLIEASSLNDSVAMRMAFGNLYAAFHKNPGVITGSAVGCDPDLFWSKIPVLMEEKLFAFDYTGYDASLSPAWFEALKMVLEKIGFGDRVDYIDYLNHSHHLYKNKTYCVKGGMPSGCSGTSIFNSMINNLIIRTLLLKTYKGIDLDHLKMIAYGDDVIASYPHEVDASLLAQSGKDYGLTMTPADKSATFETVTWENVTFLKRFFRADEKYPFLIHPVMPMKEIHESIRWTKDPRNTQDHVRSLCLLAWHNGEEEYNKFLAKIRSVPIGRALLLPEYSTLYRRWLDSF
PV pol inh FP z-score = further read-out of PV pol inh, marked with its call; z-score; measured here: FP z-score; hits read low
The depositor's hits bear a star; & = joins results of further samples. A portion of the library (hit frequency here may not be typical).

nr | mol | PV pol inh | PV pol inh FP z-score
1 | CC1(C)CC(=O)C=C(Nc2ccc3c(c2)OCCO3)C1 | 102.0 | -0.2
2 | COc1cc(NC(=O)CC(C)S(=O)(=O)c2ccc3c(c2)CCN3C(C)=O)cc(OC)c1OC (stereo unspecified) | 107.0 | -0.1
3 | COc1ccc(NC(=O)/C=C\C(=O)N(c2ccc(C(C)C)cc2)C(C(=O)NCc2ccco2)c2ccc(C)cc2)cc1 (stereo unspecified) | 115.0 | 1.2
4 | Cn1c(=O)c2c(nc(SCC(=O)N3CCCCC3)n2C)n(C)c1=O | 107.0 | 0.5
5 | O=c1c2ccccc2[nH]c(=S)n1CCC1=CCCCC1 | 104.0 | 0.2
6 | O=C(COc1ccccc1)NCC(c1ccc(Cl)cc1)N1CCOCC1 (stereo unspecified) | 103.0 | 0
7 | Cc1ccc(-c2csc3ncn(-n4c(C)ccc4C)c(=O)c23)o1 | 102.0 | 0.4
8 | COC(=O)c1ccccc1NC(=O)c1nc(-c2ccc(C)cc2)n2c1CCCCC2 | 112.0 | 1.3
9 | CCOc1nc2ccccc2c(=O)[nH]1 | 98.0 | -0.5
10 | Cc1ccc(N2C(=O)CSC23C(=O)N(Cc2ccccc2F)c2ccccc23)cc1F (stereo unspecified) | 101.0 | -0.8
11 | CC(Oc1ccccc1F)C(=O)NCc1ccc2c(c1)OCO2 (stereo unspecified) | 103.0 | -0.2
12 | Oc1ccc(Br)cc1CNCc1ccccc1 | 103.0 | 0.5
13 | COc1ccc(CCN(C)C2CC(=O)N(c3ccccc3)C2=O)cc1OC (stereo unspecified) | 105.0 | 0.8
14 | C=CCCN1CC2C[C@@H](C1)Cn1c2cccc1=O | 105.0 | 0.2
15 | CCC(=O)NCC(c1ccc(N(C)C)cc1)N1CCOCC1 (stereo unspecified) | 99.0 | -0.7
16 | O=C(Nc1ccc2[nH]c(=O)[nH]c2c1)c1cc2ccccc2o1 | 108.0 | 2.5
17 | COC(CN(C)C(=O)C1CCC(CNS(=O)(=O)c2ccc(Cl)cc2)CC1)OC (stereo unspecified) | 100.0 | -0.2
18 | COc1cc(C)nc(NC(=O)NS(=O)(=O)c2ccccc2NC(=O)C(F)(F)F)n1 | 99.0 | -0.4
19 | Cc1cccc(NC(=O)CC(NCc2ccco2)C(=O)O)c1C (stereo unspecified) | 105.0 | 0.8
20 | CC(C)CC(=O)Nc1nnc(S(=O)(=O)N2c3ccccc3CC2C)s1 (stereo unspecified) | 110.0 | 0.3
21 | COc1cc(/C=N\n2c(C)n[nH]c2=S)cc(OC)c1OC | 100.0 | -0.1
22 | NCC(O)COCc1ccco1 (stereo unspecified) | 102.0 | 0
23 | CCCCC(CC)CN=C(N)NC(N)=NCCCCCCN=C(N)NC(N)=NCC(CC)CCCC (stereo unspecified) | 98.0&100.0 | -0.3&0.1
24 | CCOC(=O)CC1C(=O)NCCN1C1CCCCC1 (stereo unspecified) | 100.0 | -0.9
25 | CCOc1ccc(NC(=O)Cn2c(=O)n(C3CCCC3)c(=O)c3cc(OC)c(OC)cc32)cc1 | 101.0 | 0.1
26 | CCCCc1ccccc1NC(=O)NCCC | 100.0 | -0.9
27 | COc1ccc(C(=O)OC2=C(C(=O)c3ccccc3)N(C)S(=O)(=O)c3ccccc32)cc1OC | 102.0 | -0.4
28 | COCCn1c(-c2ccc3c(c2)NC(=O)CO3)csc1=Nc1ccccc1 | 105.0 | 0.3
29 | CCOC(=O)c1c(CN(C)C)n(-c2ccccc2)c2cc(Br)c(OC)cc12 | 101.0 | -0.2
30 | COc1ccc(C)cc1-n1nnc(-c2nc(-c3ccccc3Cl)no2)c1N | 106.0 | -0.9
31 | Cn1c(Cc2ccccc2)n[nH]c1=S | 101.0&105.0 | 0.2&0.4
32 | O=C1CC(N2CCSCC2)C(=O)N1CCc1ccccc1 (stereo unspecified) | 99.0 | -0.4
33 | COc1cc2[nH]c(=O)n(CCCCCC(=O)NCCc3ccccc3)c(=O)c2cc1OC | 107.0 | 0.5
34 | CC(C)C(=O)Nc1ccc(NC(=O)C(C)(C)C)cc1 | 100.0 | 0.1
35 | CCOC(=O)c1ccc(NC(=O)CSc2nc3c([nH]c4ccccc43)c(=O)n2C)cc1 | 109.0 | 0.4
36 | CCCCCCCc1c(O)nc(SCCN2CCOCC2)n(-c2ccccc2)c1=O | 103.0 | 0.3
37 | Cc1cc(N2CCN(c3cccc(C)c3C)CC2)nc(-c2ccccc2)n1 | 102.0 | 0.4
38 | CCCNC(=O)N1CCC(C(=O)c2cccc(F)c2)CC1 | 103.0 | 0.3
39 | COCCNC(=O)c1ccc2c(c1)N(Cc1cccc(Cl)c1)C(=O)c1ccccc1S2(=O)=O | 108.0 | 0.4
40 | COC(=O)NCc1cc(OC)c(OC)c(OC)c1 | 103.0 | 0.4
41 | COc1cc(C2NC(=O)c3c(sc4c3CCN(C)C4)N2)cc(Br)c1OC(=O)c1ccc(C)cc1 (stereo unspecified) | 108.0 | 1
42 | CCOC(=O)CC1=C(C#N)C(c2cccnc2)C(C(=O)OCC)=C(N)O1 (stereo unspecified) | 107.0 | 0.4
43 | CCc1ccc(CN(C(=O)c2cc3ccccc3oc2=O)C2CCS(=O)(=O)C2)cc1 (stereo unspecified) | 100.0 | -1.1
44 | CCCCn1c(CCCNC=O)nc2ccccc21 | 101.0 | -0.4
45 | CCOc1ccc(NC(=O)CN(C)S(=O)(=O)c2ccc3c(c2)c(=O)n(C)c(=O)n3C)cc1 | 98.0 | -0.6
46 | CSc1ncc(C(=O)NCCCN2CCc3ccccc3C2)c(C)n1 | 101.0 | -0.5
47 | CC(C)CCNC(=O)CCC(=O)N1Cc2ccccc2Oc2ncccc21 | 99.0 | -1.8
48 | CCCN1C(=O)C(Cc2nc3ccccc3c(=O)n2-c2ccccc2)c2cc(C)ccc21 (stereo unspecified) | 103.0 | -1.3
49 | COc1cc(NC(=O)c2nc(-c3ccncc3)no2)cc(OC)c1OC | 114.0 | 1.2
50 | COCc1cc(C)nc2sc(C(=O)N(C)c3ccccc3)c(-n3cccc3)c12 | 102.0 | -0.6

Later entries:
nr | mol | PV pol inh | PV pol inh FP z-score
51 | Nc1ccc(S(=O)(=O)CCSS(=O)(=O)c2ccc(N)cc2)cc1 | 63.0* | -3.1*
52 | Cc1ccc2c(CNCc3cccc(Cl)c3)c(C(=O)O)n(Cc3ccc(F)cc3Cl)c2c1 | 112.0 | 0.8
53 | Cc1cccc(NS(=O)(=O)c2nnc(NC(=O)c3cccc(C)c3)s2)c1 | 111.0 | 0.8
54 | CCOC(=O)N1CCC(NC(=O)Cn2ncc3c4ccccc4n(C)c3c2=O)CC1 | 104.0 | 0.7
55 | COC(=O)C(Cc1ccc(O)cc1)NC(=O)c1ccc(OC)c(OC)c1 (stereo unspecified) | 101.0 | -0.3
56 | CCOC(=O)N1CCN(Cc2nc3cc(NC(=O)C(C)C)ccc3n2C(C)C)CC1 | 102.0 | -0.1
57 | Cc1c(C)n(C(=O)CSc2ncn[nH]2)c2ccccc12 | 101.0 | -0.2
58 | Cc1cc(C)c(S(=O)(=O)N2CCN(Cc3ccc4c(c3)OCO4)CC2)c(C)c1 | 101.0 | 0.1
59 | Oc1ccccc1C=Nc1ccc(OC(F)(F)F)cc1 | 105.0 | 0.4
60 | O=S(=O)(c1ccc(N=Cc2ccncc2)cc1)c1ccc(N=Cc2ccncc2)cc1 | 104.0 | 0
61 | CN1CCN(c2ccc(CNC(=O)c3ccc4c(c3)OCCO4)cc2)CC1 | 103.0 | 0.1
62 | CC(=O)c1nn(-c2ccc(OC(F)(F)F)cc2)nc1Nc1ccccc1 | 115.0 | 1.6
63 | O=C(COc1ccccc1C(=O)O)Nc1ccc(Br)cc1 | 101.0 | -0.4
64 | O=C1/C(=C/c2ccc(O)cc2)N=C(c2ccccc2)N1c1nc2cc(Cl)c(F)cc2s1 | 92.0 | -1
65 | CC(N)C(=O)OC(C)(C)Cc1ccc(Cl)cc1 (stereo unspecified) | 100.0 | 0.1
66 | COc1ccc(CCNC(=O)c2ccc(Cl)cc2NC(=O)C2=C(C)OCCS2)cc1OC | 102.0 | -0.1
67 | N=c1sc2ccccc2n1CC(O)c1ccc(Cl)c(Cl)c1 (stereo unspecified) | 100.0 | -0.5
68 | COCCN(Cc1cc2cc(C)c(C)cc2nc1Cl)C(C)=O | 103.0 | 0.3
69 | CCOc1nc(-c2ccc(C)cc2)ccc1-c1noc(-c2ccccc2F)n1 | 107.0 | 0.3
70 | Cc1cnc(C(=O)OCc2c(C)cc(C(C)(C)C)cc2C)cn1 | 111.0 | 1.8
71 | O=C1CN(c2ccc(S(=O)(=O)N3CCCC3)cn2)CCN1 | 102.0 | 0.1
72 | S=C(NCC1CCCO1)N/N=C/c1cccnc1 (stereo unspecified) | 100.0 | -0.3
73 | Clc1ccccc1-c1nnc(COc2ccccc2)o1 | 101.0 | -1.4
74 | Cc1ccc(S(=O)(=O)Nc2ccccc2N)cc1 | 100.0 | -0.2
75 | O=C(NCCC1=CCCCC1)C1CCC(CNS(=O)(=O)c2ccccc2)CC1 (stereo unspecified) | 103.0 | 0.5
76 | CCNC(=O)c1c(NC(=O)Cc2coc3cc(C)ccc23)sc2c1CCCC2 | 121.0 | 0.5
77 | NNC(=O)c1n[nH]c2c1CCC2 | 102.0 | 0.6
78 | CC(=O)N1C(=O)NC(=O)C1(C)C | 106.0 | 1.4
79 | CCc1nc2ccccc2n1CCCCOc1ccccc1C | 106.0 | -0.1
80 | C=CCn1c(O)c2ccc(C(=O)N=C3N=c4ccccc4=N3)cc2c1O | 106.0 | 0.3
81 | CCOC(=O)c1sc(=NC(=O)c2ccc(S(=O)(=O)N3CCCCC3)cc2)n(C)c1C | 100.0 | -0.2
82 | CC(Sc1nncn1C)C(=O)Nc1ccc(C#N)cc1 (stereo unspecified) | 102.0 | -0.3
83 | N#C/C=C/N1CCC(Cc2ccccc2)CC1 | 98.0 | -0.8
84 | Nc1n[nH]c(CCc2ccccc2)n1 | 101.0 | -0.1
85 | CCN(C#N)c1nc(C)cc(OC)n1 | 105.0 | 1.3
86 | CCCCn1nnnc1CSc1nnc(-c2cc(OC)c(OC)c(OC)c2)n1-c1ccccc1F | 109.0 | 1
87 | COc1ccc(S(=O)(=O)N2CCN(Cc3nc4ccc(C)cc4o3)CC2)cc1 | 100.0 | -1.4
88 | CCOc1ccc(NC2=NCCCS2)cc1 | 101.0&103.0 | -0.2&0.1
89 | CCOC(=O)c1nc(N)c(=O)n(-c2ccc(Cl)cc2)n1 | 102.0 | 0.3
90 | CCN(Cc1ccncc1)S(=O)(=O)c1ccc(Cl)cc1 | 98.0 | -0.4
91 | O=C1N/C(=N\O)S/C1=C/c1cccnc1 | 101.0 | -0.1
92 | CC1CSC(N(C(=O)CN2CSCC2=O)c2ccc(Cl)cc2)=N1 (stereo unspecified) | 107.0 | 0.4
93 | O=C(NCC1CCCO1)c1c[nH]c2ccccc2c1=O (stereo unspecified) | 101.0 | -0.3
94 | CCCn1c(C(F)(F)F)nc2ccccc21 | 103.0 | 0
95 | COc1ccc(CNc2cc(C)cc(C)c2)cc1 | 93.0 | -1.2
96 | N#CC(C#N)=Cc1cn(CC(=O)Nc2ccccc2)c2ccccc12 | 100.0 | -0.3
97 | COc1ccc(S(=O)(=O)NCCc2cn3ccsc3n2)cc1 | 102.0 | -1.1
98 | O=C(Nc1cccc(Cl)c1Cl)c1cc(S(=O)(=O)N2CCCCC2)ccc1F | 102.0 | -1.3
99 | CN(C(=O)COC(=O)c1cccs1)C1CCS(=O)(=O)C1 (stereo unspecified) | 102.0 | -0.2
100 | O=C(Cn1c(=O)n(Cc2ccc3c(c2)OCO3)c(=O)c2ccccc21)Nc1cccc(Cl)c1 | 107.0 | 0.5

Random excerpt: seven records from the list, in no set order.
nr | mol | PV pol inh | PV pol inh FP z-score
20 | CC(C)CC(=O)Nc1nnc(S(=O)(=O)N2c3ccccc3CC2C)s1 (stereo unspecified) | 110.0 | 0.3
90 | CCN(Cc1ccncc1)S(=O)(=O)c1ccc(Cl)cc1 | 98.0 | -0.4
32 | O=C1CC(N2CCSCC2)C(=O)N1CCc1ccccc1 (stereo unspecified) | 99.0 | -0.4
44 | CCCCn1c(CCCNC=O)nc2ccccc21 | 101.0 | -0.4
58 | Cc1cc(C)c(S(=O)(=O)N2CCN(Cc3ccc4c(c3)OCO4)CC2)c(C)c1 | 101.0 | 0.1
4 | Cn1c(=O)c2c(nc(SCC(=O)N3CCCCC3)n2C)n(C)c1=O | 107.0 | 0.5
33 | COc1cc2[nH]c(=O)n(CCCCCC(=O)NCCc3ccccc3)c(=O)c2cc1OC | 107.0 | 0.5

Next section
nr | mol | PV pol inh | PV pol inh FP z-score
101 | CCCCc1cc(=O)oc2cc(C)c3c(C(C)(C)C)coc3c12 | 101.0 | -1.2
102 | O=C(O)C(Cc1ccsc1)c1ccccc1 (stereo unspecified) | 106.0 | 0.3
103 | Cn1c(=O)[nH]c(=O)c2c1nc(NNC=O)n2Cc1ccc(Cl)cc1 | 102.0 | 0
104 | O=C(CC(=O)c1ccccc1)Nc1cc(C(F)(F)F)ccc1Cl | 100.0 | -0.5
105 | O=C1/C(=C/c2ccccc2OC(F)F)CS(=O)(=O)c2ccc(F)cc21 | 102.0 | -0.1
106 | CCOc1ccc(S(=O)(=O)NCc2ccccc2)cc1-c1nc2c(C(C)(C)C)nn(C)c2c(=O)[nH]1 | 101.0 | -0.2
107 | Cc1cc2cc(CNc3ccc(N4CCCC(O)C4)cc3)c(=O)[nH]c2cc1C (stereo unspecified) | 102.0 | 0
108 | CN1CCN(C(=O)c2ccccc2NC(=O)c2ccc(Cl)cc2)CC1 | 101.0 | 0.1
109 | COC(=O)c1ccc(NC(=O)c2ccn[nH]2)cc1 | 103.0 | 0.3
110 | CCc1c(C)c(C#N)c2nc3ccccc3n2c1NCc1ccco1 | 101.0 | -0.1
111 | O=C(O)C12CC3CC(C1)CC(C(=O)O)(C3)C2 | 100.0 | -0.2
112 | COc1ccccc1CNC(=O)c1cc2ccc3ccc(C)[nH]c3c2n1 | 113.0 | 0.7
113 | COc1ccc(C2=C(N3CCC(C(N)=O)(N4CCCCC4)CC3)c3ccccc3C2=O)cc1 | 101.0 | 0
114 | CCOc1cc(/C=C2\Sc3ccccc3C2=O)cc(I)c1O | 121.0 | 6.9
115 | CCOC(=O)c1cnc2c(OC)cccc2c1Nc1cccc(O)c1 | 107.0 | 0.8

High-throughput results (PubChem BioAssay)
